TcdB inh – TcdB glycohydrolase inhibition; P18177; TcdB glycohydrolase enzymatic assay, plate reader; inhibition, % at 9.99 µM; actives 0.24% (n = 350,000); in the data active = inhibition above about 10%
Target sequence (P18177 whole entry, looked up): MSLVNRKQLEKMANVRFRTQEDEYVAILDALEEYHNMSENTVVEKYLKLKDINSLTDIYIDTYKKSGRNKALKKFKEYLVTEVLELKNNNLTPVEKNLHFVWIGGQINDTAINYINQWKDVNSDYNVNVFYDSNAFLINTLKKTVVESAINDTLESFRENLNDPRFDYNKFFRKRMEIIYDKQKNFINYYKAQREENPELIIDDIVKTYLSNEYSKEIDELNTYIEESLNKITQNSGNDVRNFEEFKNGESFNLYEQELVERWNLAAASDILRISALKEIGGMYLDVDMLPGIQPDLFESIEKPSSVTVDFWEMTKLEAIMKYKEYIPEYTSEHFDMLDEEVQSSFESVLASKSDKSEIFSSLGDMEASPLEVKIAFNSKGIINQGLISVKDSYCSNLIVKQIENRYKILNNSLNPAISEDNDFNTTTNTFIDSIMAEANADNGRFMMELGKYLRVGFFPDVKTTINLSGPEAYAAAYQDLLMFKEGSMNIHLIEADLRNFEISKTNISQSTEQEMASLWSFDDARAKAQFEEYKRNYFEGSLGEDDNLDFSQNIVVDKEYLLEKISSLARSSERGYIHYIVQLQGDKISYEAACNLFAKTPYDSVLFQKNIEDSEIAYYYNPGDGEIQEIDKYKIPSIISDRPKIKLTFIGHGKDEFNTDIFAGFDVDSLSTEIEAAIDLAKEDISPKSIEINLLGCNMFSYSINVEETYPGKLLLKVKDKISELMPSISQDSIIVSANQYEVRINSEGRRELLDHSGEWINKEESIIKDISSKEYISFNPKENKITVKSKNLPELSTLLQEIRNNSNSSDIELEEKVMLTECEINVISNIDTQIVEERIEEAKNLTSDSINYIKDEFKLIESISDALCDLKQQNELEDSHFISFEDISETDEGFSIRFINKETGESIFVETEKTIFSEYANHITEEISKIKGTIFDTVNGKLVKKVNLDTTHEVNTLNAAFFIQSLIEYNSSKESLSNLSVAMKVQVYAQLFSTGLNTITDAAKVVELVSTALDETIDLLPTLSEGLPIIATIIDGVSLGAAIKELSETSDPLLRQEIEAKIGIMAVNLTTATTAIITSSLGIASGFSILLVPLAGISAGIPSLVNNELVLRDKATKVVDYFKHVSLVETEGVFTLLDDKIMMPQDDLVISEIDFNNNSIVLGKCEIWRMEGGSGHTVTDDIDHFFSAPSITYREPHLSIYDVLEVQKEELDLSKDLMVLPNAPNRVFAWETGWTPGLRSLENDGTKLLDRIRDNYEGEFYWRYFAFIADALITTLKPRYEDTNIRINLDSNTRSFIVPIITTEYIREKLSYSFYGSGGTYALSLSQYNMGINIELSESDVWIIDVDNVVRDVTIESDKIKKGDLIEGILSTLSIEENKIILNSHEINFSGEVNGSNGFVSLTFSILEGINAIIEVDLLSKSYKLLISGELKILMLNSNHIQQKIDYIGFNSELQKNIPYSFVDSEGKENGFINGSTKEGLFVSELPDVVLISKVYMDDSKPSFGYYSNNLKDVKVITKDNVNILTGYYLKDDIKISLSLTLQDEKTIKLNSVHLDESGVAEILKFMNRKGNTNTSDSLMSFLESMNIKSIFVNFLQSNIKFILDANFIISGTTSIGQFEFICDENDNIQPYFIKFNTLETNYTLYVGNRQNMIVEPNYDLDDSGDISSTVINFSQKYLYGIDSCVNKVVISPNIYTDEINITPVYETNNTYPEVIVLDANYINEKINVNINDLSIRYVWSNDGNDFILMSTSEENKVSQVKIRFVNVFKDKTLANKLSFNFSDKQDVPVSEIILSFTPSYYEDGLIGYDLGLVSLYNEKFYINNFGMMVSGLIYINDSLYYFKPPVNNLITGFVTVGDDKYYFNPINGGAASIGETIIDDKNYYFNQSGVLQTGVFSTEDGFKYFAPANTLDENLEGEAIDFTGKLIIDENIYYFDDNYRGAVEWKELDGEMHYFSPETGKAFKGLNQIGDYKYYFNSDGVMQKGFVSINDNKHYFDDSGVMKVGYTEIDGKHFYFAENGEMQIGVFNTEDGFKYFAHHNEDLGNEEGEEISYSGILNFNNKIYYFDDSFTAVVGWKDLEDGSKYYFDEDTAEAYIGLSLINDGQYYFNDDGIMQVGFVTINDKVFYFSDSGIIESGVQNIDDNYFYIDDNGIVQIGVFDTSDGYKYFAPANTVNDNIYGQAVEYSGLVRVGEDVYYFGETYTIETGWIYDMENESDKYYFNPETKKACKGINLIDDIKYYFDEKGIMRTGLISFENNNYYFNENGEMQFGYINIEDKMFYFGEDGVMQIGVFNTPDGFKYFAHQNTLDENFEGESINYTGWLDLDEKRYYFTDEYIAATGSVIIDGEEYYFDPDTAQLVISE
BioA inh – blocks M. tuberculosis BioA enzyme activity. purified M. tuberculosis BioA enzyme, plate reader. inhibition, % at 9.99 µM. actives 0.096% (n = 360,000); in the data active = inhibition above about 40%
* = called active by the depositor; & = joins results of further samples. A portion of the library. The share of hits here may be higher or lower than overall.

Order of values: TcdB inh | BioA inh
> COc1ccc(CN(C)C[C@@H]2Oc3c(NC(=O)Nc4ccc(OC)cc4)cccc3C(=O)N([C@H](C)CO)C[C@H]2C)cc1
    1.9 | 1.8
> C[C@@H]1CCCCO[C@@H](CN(C)C)[C@H](C)CN([C@H](C)CO)C(=O)c2cc(NC(=O)CCCCCC(=O)Nc3ccccc3N)ccc2O1
    0.6 | -0.3
> Cc1ccc(S(=O)(=O)N(C)C[C@@H]2Oc3ccc(NC(=O)CCC(F)(F)F)cc3C(=O)N([C@@H](C)CO)C[C@@H]2C)cc1
    0.2 | -0.9
> COC(=O)C[C@@H]1CC[C@H]2[C@@H](COc3ccc(NC(=O)c4ccccc4)cc3C(=O)N2C)O1
    1.6 | 0.3
> C[C@H](CO)N1C[C@H](C)[C@H](CN(C)Cc2ccc(C(=O)O)cc2)Oc2ccc(NC(=O)Nc3cccc4ccccc34)cc2CC1=O
    0.7 | 2.7
> O=C(O)[C@H]1[C@H](CO)[C@H]2Cn3c(ccc(-c4ccccc4)c3=O)[C@@H]1N2C(=O)C1CCCCC1
    -0.3 | -3.1
> O=C(c1ccc(F)cc1)N1C[C@H]2[C@@H](c3ccccc31)[C@H](CO)N2Cc1ccc2c(c1)OCO2
    1.5 | -1.6
> C[C@H]1CN([C@@H](C)CO)C(=O)c2cc(C3=CCCCC3)cnc2O[C@H]1CN(C)Cc1ccncc1
    -19 | -2.0
> COc1ccc(S(=O)(=O)Nc2cccc3c2O[C@H](CN(C)C(=O)Nc2ccc4c(c2)OCO4)[C@H](C)CN([C@@H](C)CO)C3=O)cc1
    0.9 | 1.5
> C[C@H]1CN([C@@H](C)CO)C(=O)c2cc(N(C)C)ccc2O[C@@H]1CN(C)S(C)(=O)=O
    -2.2 | -2.5

Random excerpt: 2 compounds from above, in no set order.
Order of values: TcdB inh | BioA inh
> Cc1ccc(S(=O)(=O)N(C)C[C@@H]2Oc3ccc(NC(=O)CCC(F)(F)F)cc3C(=O)N([C@@H](C)CO)C[C@@H]2C)cc1
    0.2 | -0.9
> C[C@H]1CN([C@@H](C)CO)C(=O)c2cc(N(C)C)ccc2O[C@@H]1CN(C)S(C)(=O)=O
    -2.2 | -2.5

(further entries)
Order of values: TcdB inh | BioA inh
> CN1C(=O)c2cc(NC(=O)C3CCCCC3)ccc2OC[C@H]2O[C@H](CC(=O)NCc3ccccc3F)CC[C@H]21
    -4.1 | 1.0
> CCCNC(=O)C[C@H]1C[C@@H]2c3cc(N(C)C)ccc3O[C@@H]2[C@@H](CO)O1
    -34 | -0.5
> O=C(C[C@H]1C[C@@H]2c3cc(NC(=O)C4CCOCC4)ccc3O[C@@H]2[C@H](CO)O1)NC1CCCCC1
    0.7 | -1.8
> COc1ccc(NC(=O)N(C)C[C@@H]2Oc3ccc(NS(=O)(=O)c4ccc(OC)cc4)cc3CC(=O)N([C@@H](C)CO)C[C@H]2C)cc1
    0.3 | 4.0
> C[C@H](CO)N1C[C@H](C)[C@H](CN(C)C(=O)CN(C)C)Oc2cc(C#Cc3ccccc3)ccc2S1(=O)=O
    2.4 | 3.9
> COc1ccc(CN(C)C[C@H]2OCCCC[C@H](C)Oc3ccc(NC(=O)NC4CCCCC4)cc3C(=O)N([C@H](C)CO)C[C@H]2C)cc1
    -0.2 | -2.3
> C[C@@H]1CN([C@H](C)CO)S(=O)(=O)c2ccc(-c3ccncc3)cc2O[C@H]1CN(C)C(=O)Nc1ccc(F)cc1
    1.7 | 3.3
> CCS(=O)(=O)N1CCCCN2[C@H](CO)[C@H](c3ccc(-c4cccc(C#N)c4)cc3)[C@@H]2C1
    -14 | -6.3
> CCNC(=O)C[C@H]1CC[C@@H](NS(=O)(=O)c2ccc(F)cc2)[C@H](CO)O1
    -0.2 | -1.8
> O=C(C[C@H]1C=C[C@H](NC(=O)CCN2CCCCC2)[C@H](CO)O1)Nc1nccs1
    -2.7 | 2.9

Compounds shown so far containing a COOH group:
Order of values: TcdB inh | BioA inh
> C[C@H](CO)N1C[C@H](C)[C@H](CN(C)Cc2ccc(C(=O)O)cc2)Oc2ccc(NC(=O)Nc3cccc4ccccc34)cc2CC1=O
    0.7 | 2.7
> O=C(O)[C@H]1[C@H](CO)[C@H]2Cn3c(ccc(-c4ccccc4)c3=O)[C@@H]1N2C(=O)C1CCCCC1
    -0.3 | -3.1

(further entries)
Order of values: TcdB inh | BioA inh
> Cc1ccc(S(=O)(=O)Nc2ccc3c(c2)C(=O)N([C@H](C)CO)C[C@H](C)[C@@H](CN(C)C(=O)Nc2ccc(F)cc2)O3)cc1
    -0.4 | 0.0
> C/C=C/c1ccc([C@@H]2[C@@H](CO)N(C(C)=O)[C@@H]2CN(C)C(=O)c2ccccn2)cc1
    -13 | -1.1
> O=C(N[C@@H]1CC[C@H](CC(=O)N2CCOCC2)O[C@@H]1CO)c1ccc2c(c1)OCO2
    0.3 | 0.0
> C[C@H]1CN([C@@H](C)CO)C(=O)Cc2cc(NC(=O)CCCCCC(=O)Nc3ccccc3N)ccc2O[C@H]1CN(C)Cc1ccc(C(F)(F)F)cc1
    0.4 | -0.1
> CCCNC(=O)C[C@@H]1CC[C@H]2[C@@H](COC[C@@H](O)CN2C(=O)Nc2ccc(Cl)c(Cl)c2)O1
    -0.7 | -1.2
> O=C([C@H]1[C@H](CO)[C@H]2Cn3c(ccc(-c4ccccc4)c3=O)[C@H]2N1CCC(F)(F)F)N1CCOCC1
    0.9 | -2.0
> C[C@@H]1CCCCO[C@H](CN(C)C(=O)NC2CCCCC2)[C@H](C)CN([C@@H](C)CO)C(=O)c2cc(NS(=O)(=O)c3cn(C)cn3)ccc2O1
    1.4 | 1.4
> COc1ccc(CN(C)C[C@@H]2Oc3ccc(NC(=O)NC4CCCCC4)cc3C(=O)N([C@@H](C)CO)C[C@H]2C)cc1
    -0.2 | 3.0
> CCC(=O)Nc1ccc2c(c1)C(=O)N(C)C[C@@H](OC)[C@H](C)CN(Cc1cccc(F)c1)[C@H](C)CO2
    0.4 | 1.1
> Cc1noc(C)c1S(=O)(=O)Nc1ccc2c(c1)C(=O)N([C@@H](C)CO)C[C@@H](C)[C@H](CN(C)C(=O)NC1CCCCC1)OCCCC[C@@H](C)O2
    0.3 | -0.5

Later entries:
Order of values: TcdB inh | BioA inh
> CC(C)NC(=O)Nc1ccc2c(c1)C(=O)N([C@@H](C)CO)C[C@@H](C)[C@@H](CN(C)S(=O)(=O)c1ccccc1)OCCCC[C@@H](C)O2
    -1.3 | 0.4
> CN1C(=O)c2cc(NC(=O)c3cccs3)ccc2OC[C@@H]2O[C@@H](CC(=O)NCC(F)(F)F)CC[C@@H]21
    0.6 | 0.0
> C[C@H](CO)N1C[C@H](C)[C@@H](CN(C)Cc2ccc(Cl)c(Cl)c2)OCCCC[C@H](C)Oc2ccc(NC(=O)c3ccncc3)cc2C1=O
    -0.2 | -2.0
> C[C@H](NC(=O)C[C@@H]1CC[C@H]2[C@@H](COC[C@@H](O)CN2C)O1)c1ccccc1
    -0.7 | -1.5
> C[C@@H]1CN([C@@H](C)CO)C(=O)c2cc(NC(=O)Nc3ccccc3)ccc2O[C@@H]1CN(C)S(=O)(=O)c1ccccc1
    1.4 | 7.7
> O=C(N[C@H]1C=C[C@H](CC(=O)N2CCCCC2)O[C@@H]1CO)c1cccc(F)c1
    -13&0.1 | 16
> O=C(Nc1cccc(Cl)c1)N1C[C@H]2[C@@H](c3ccccc31)[C@H](CO)N2Cc1ccncc1
    0.3 | -2.0
> O=C(C[C@H]1CC[C@H]2[C@@H](COC[C@H](O)CN2CCC(F)(F)F)O1)NCC1CC1
    -0.5 | -2.7
> CN1CCN(C(=O)C[C@@H]2CC[C@H]3[C@@H](COC[C@@H](O)CN3CC3CC3)O2)CC1
    -1.5 | -2.4
> O=C(c1cccc(F)c1)N1C[C@H]2[C@@H](c3ccccc31)[C@@H](CO)N2C(=O)C1CCOCC1
    -0.3 | 1.3

Later entries.
Order of values: TcdB inh | BioA inh
> Cc1ccc(S(=O)(=O)Nc2ccc3c(c2)CC(=O)N([C@@H](C)CO)C[C@@H](C)[C@H](CN(C)Cc2ccc(-c4ccccc4)cc2)O3)cc1
    1.0 | -0.7
> CO[C@@H]1CC[C@H]2CCOc3c(C#N)cccc3C(=O)N(C)CC3(CCCCC3)CC(=O)N(C)C[C@H]1O2
    -0.3 | -1.4
> C[C@H]1CN([C@@H](C)CO)C(=O)c2cc(-c3ccncc3)cnc2O[C@@H]1CN(C)S(=O)(=O)c1ccccc1
    0.5 | 17
> COCC#Cc1ccc2c(c1)O[C@H](CN(C)C)[C@H](C)CN([C@@H](C)CO)S2(=O)=O
    -0.6 | -1.8
> C[C@@H]1CN([C@H](C)CO)C(=O)c2cc(NC(=O)CCCN(C)C)ccc2O[C@@H]1CN(C)S(=O)(=O)c1ccccc1
    -0.3 | -2.0
> COc1ccc(S(=O)(=O)N(C)C[C@H]2Oc3ccc(NC(=O)Nc4c(C)noc4C)cc3C(=O)N([C@@H](C)CO)C[C@@H]2C)cc1
    -0.5 | 1.1
> CC=Cc1ccc2n(c1=O)C[C@@H]1[C@@H](CO)[C@H](C(=O)NC3CCCCC3)N(C(=O)C3CC3)[C@H]21 (mixture of isomers)
    0.5 | 2.4
> CCCC(=O)Nc1ccc2c(c1)C(=O)N(C)C[C@@H](OC)[C@H](C)CN(C(=O)c1ccccc1F)[C@@H](C)CO2
    1.7 | 2.1
> COc1ccc(NC(=O)N(C)C[C@H]2OCCCC[C@H](C)Oc3ccc(NC(=O)CCC(F)(F)F)cc3C(=O)N([C@H](C)CO)C[C@@H]2C)cc1
    0.5 | 3.0
> COc1ccc(CNC(=O)C[C@H]2CC[C@H](NS(=O)(=O)c3cccc(OC)c3)[C@H](CO)O2)cc1
    -0.9 | -0.6

(more compounds)
Order of values: TcdB inh | BioA inh
> COC(=O)C[C@H]1C=C[C@@H](NC(=O)c2ccccc2)[C@H](CO)O1
    -0.1 | 3.0
> COCC#Cc1cnc2c(c1)C(=O)N([C@@H](C)CO)C[C@H](C)[C@H](CN(C)Cc1ccc3c(c1)OCO3)O2
    0.2 | -1.6
> O=C(C[C@@H]1C[C@H]2c3cc(NC(=O)CC4CC4)ccc3O[C@H]2[C@H](CO)O1)NCc1cccc(F)c1
    -8.0 | 1.6
> C[C@H]1CN([C@@H](C)CO)C(=O)Cc2cc(NS(C)(=O)=O)ccc2O[C@@H]1CN(C)C(=O)Nc1cccc2ccccc12
    -0.2 | 0.7
> O=C(C[C@@H]1CC[C@@H](NC(=O)C2CCC2)[C@@H](CO)O1)NC1CCC1
    0.6 | 1.7
> CCCNC(=O)Nc1ccc2c(c1)OC[C@@H](C)N(CC1CCCC1)C[C@H](C)[C@@H](OC)CN(C)C2=O
    -3.9 | 1.9
> C[C@@H]1CN([C@H](C)CO)S(=O)(=O)c2ccc(-c3cncnc3)cc2O[C@H]1CN(C)C(=O)CC1CC1
    0.2 | -1.4
> O=C(C[C@@H]1C[C@@H]2c3cc(NC(=O)NC4CCCC4)ccc3O[C@@H]2[C@H](CO)O1)NCc1ccncc1
    -0.4 | -3.0
> C[C@@H]1CN([C@@H](C)CO)C(=O)c2cccc(NC(=O)Nc3ccccc3)c2O[C@@H]1CN(C)Cc1ccc(C(=O)O)cc1
    -1.9 | -3.3
> O=C(NCCCN1CCOCC1)[C@@H]1[C@@H](CO)[C@@H]2Cn3c(ccc(C4=CCCC4)c3=O)[C@H]1N2
    -0.1 | -1.3

(list continues)
Order of values: TcdB inh | BioA inh
> Cc1noc(C)c1S(=O)(=O)N(C)C[C@H]1OCCCC[C@H](C)Oc2ccc(NC(=O)NC3CCCCC3)cc2C(=O)N([C@@H](C)CO)C[C@@H]1C
    0.3 | 0.5
> C[C@H](CO)N1C[C@H](C)[C@H](CN(C)Cc2ccccc2)Oc2c(NC(=O)NC3CCCCC3)cccc2C1=O
    -0.1 | -0.4
> C[C@H]1CN([C@@H](C)CO)C(=O)c2cc(/C=C/c3ccccc3)cnc2O[C@H]1CN(C)C(=O)c1cnccn1
    1.5 | -0.8
> Cc1noc(C)c1NC(=O)N(C)C[C@H]1Oc2ccc(NS(=O)(=O)c3ccc(F)cc3)cc2CC(=O)N([C@@H](C)CO)C[C@@H]1C
    0.0 | -2.9
> C[C@H](CO)N1C[C@H](C)[C@H](CN(C)C(=O)Nc2ccc3c(c2)OCO3)Oc2ccc(NC(=O)CCC(F)(F)F)cc2C1=O
    2.2 | -0.8
> COc1cccc(S(=O)(=O)N(C)C[C@H]2Oc3ncc(-c4cccc(C(=O)N(C)C)c4)cc3C(=O)N([C@@H](C)CO)C[C@@H]2C)c1
    -0.8 | -0.6
> N#C[C@@H]1[C@H](c2ccccc2)[C@@H](CO)N1C(=O)C1CCCC1
    -3.5 | 1.7
> C[C@H]1CN([C@@H](C)CO)C(=O)c2cc(-c3cccnc3)cnc2O[C@@H]1CN(C)C(=O)Nc1ccc(C(F)(F)F)cc1
    1.7 | 0.4
> Cc1noc(C)c1NC(=O)Nc1cccc2c1O[C@H](CN(C)C(=O)NC(C)C)[C@H](C)CN([C@@H](C)CO)C2=O
    0.5 | 0.0
> COCC#Cc1cnc2c(c1)C(=O)N([C@H](C)CO)C[C@H](C)[C@@H](CN(C)C(=O)Cc1ccncc1)O2
    -0.7 | -0.9

(cont.)
Order of values: TcdB inh | BioA inh
> C[C@@H]1CN([C@@H](C)CO)S(=O)(=O)c2ccc(C3=CCCCC3)cc2O[C@@H]1CN(C)Cc1ccccc1F
    -1.0 | 1.6
> C[C@@H]1CN([C@@H](C)CO)S(=O)(=O)c2ccc(/C=C/c3ccccc3)cc2O[C@@H]1CN(C)C(=O)C1CC1
    1.6 | 1.5
> C[C@@H]1CN([C@H](C)CO)C(=O)c2cc(NC(=O)C3CCCCC3)ccc2O[C@@H](C)CCCCO[C@@H]1CN(C)S(=O)(=O)c1cccs1
    0.0 | -4.9
> O=C(C[C@@H]1CC[C@H]2[C@@H](COC[C@H](O)CN2S(=O)(=O)c2cccc(Cl)c2)O1)Nc1ccc(-c2ccccc2)cc1
    0.2 | 0.0
> CO[C@@H]1CN(C)C(=O)c2ccc(NC(=O)NC(C)C)cc2OC[C@H](C)N(Cc2ccccn2)C[C@@H]1C
    0.0 | 0.1

Screening data deposited in PubChem by Broad Institute.
